# Screens from PubChem.
# POLI inh: blocks human DNA polymerase iota activity; actives 1% (n = 390,000); Potency, µM (doses to about 115 µM), inactives show top-dose activity, negative = inhibition, hits mostly inhibitors; Pol iota fluorescent replication assay, 10 min; Q9UNA4; note: potency is the fitted concentration of half-maximal effect
# Target sequence (Q9UNA4 whole entry, looked up): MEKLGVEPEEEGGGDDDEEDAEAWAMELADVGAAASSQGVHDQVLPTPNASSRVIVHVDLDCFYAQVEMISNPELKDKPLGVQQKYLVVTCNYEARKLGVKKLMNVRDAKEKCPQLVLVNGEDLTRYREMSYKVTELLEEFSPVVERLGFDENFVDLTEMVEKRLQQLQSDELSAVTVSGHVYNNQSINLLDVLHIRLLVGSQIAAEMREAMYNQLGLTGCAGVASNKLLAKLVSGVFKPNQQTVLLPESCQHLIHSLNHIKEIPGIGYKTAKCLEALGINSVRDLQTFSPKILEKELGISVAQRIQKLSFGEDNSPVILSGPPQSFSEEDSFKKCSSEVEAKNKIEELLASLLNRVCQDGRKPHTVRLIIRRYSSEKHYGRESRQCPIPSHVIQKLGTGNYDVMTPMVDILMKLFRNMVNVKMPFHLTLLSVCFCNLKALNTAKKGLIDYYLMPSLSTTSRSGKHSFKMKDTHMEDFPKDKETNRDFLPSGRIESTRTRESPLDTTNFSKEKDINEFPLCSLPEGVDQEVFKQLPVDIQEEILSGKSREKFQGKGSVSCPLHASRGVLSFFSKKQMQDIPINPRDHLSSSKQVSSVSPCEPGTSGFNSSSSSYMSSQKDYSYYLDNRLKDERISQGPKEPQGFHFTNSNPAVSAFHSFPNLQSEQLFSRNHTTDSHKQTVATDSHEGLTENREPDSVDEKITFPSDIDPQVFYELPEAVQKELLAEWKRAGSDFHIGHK
#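 Fluorescent replication assay read twice, at 0 min and 10 min after adding 50 nM (final) substrate. Enzyme (10 nM) and compounds were first incubated 15 min at room temperature; enzyme-free buffer wells were negative controls.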
# APE1 inh: APE1 (human) endonuclease inhibition; P27695; recombinant APE1, TAMRA/BHQ-2 abasic DNA cleavage fluorescence; Potency, µM (doses to about 65.8 µM), inactives show at the top dose activity change, negative = inhibition, actives largely listed as inhibitors; actives 0.35% (n = 350,000); AID 2517;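 note: potency is the fitted concentration of half-maximal effect; plate controls were vehicle for no effect and reference inhibitor for full effect; nearly all actives have a fitted effect of over 55% in size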
#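 Substrate: short duplex with […] THF abasic site, 5'-TAMRA and 3'-BHQ-2, 50 nM final. APE1 at 0.75 nM, preincubated 15 min RT with compound. Fluorescence increase from first to third read measured activity.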
# Anesthetic bind: binds horse apoferritin like a general anesthetic. Potency, µM (titrated, usually from 77.5 µM), for inactives: at the top dose activity change, negative = displacement, hits mostly inhibitors. P02791. apoferritin/1-aminoanthracene competitive binding, fluorescence. actives 0.074% (n = 350,000); note: potency is the fitted concentration of half-maximal effect; % is set by controls: 0 for no effect and ±100 for the full control effect; nearly all actives have a fitted effect of over 20% in size
# Target sequence (P02791 2-175 limits assumed): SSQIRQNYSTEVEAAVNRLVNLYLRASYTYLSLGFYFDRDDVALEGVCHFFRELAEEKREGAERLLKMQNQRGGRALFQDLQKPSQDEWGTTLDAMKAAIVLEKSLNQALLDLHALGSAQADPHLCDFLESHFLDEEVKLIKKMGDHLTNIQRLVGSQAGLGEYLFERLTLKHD
#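 Horse-spleen apoferritin (10 uM) was mixed with 50% saturated 1-aminoanthracene in PBS, exposed to compounds for 10 min at room temperature, and read for fluorescence (ex 380 nm, em 535 nm). Competitive displacement was fitted with a four-parameter Hill equation.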
# ERG-DNA inh: inhibitors of human ERG Ets domain-DNA interaction | P11308 | fluorescence polarization, His-ERG Ets domain / labelled DNA | Potency, µM (titrated, usually from 76.9 µM), for the others: at the highest dose FP activity, negative = inhibition, usual class: inhibitors | actives 0.028% (n = 370,000) | AID 624246; active = well fitted inhibition curve with a large enough effect in the polarisation, with a control signal flat; inconclusive = small, poorly fitted or top-dose-only effect, or effect the other way, or a change in a side signal; inactive = no such curve, though single readings can be large or run the other way; the % refers to the polarisation;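 note: polarization taken with two DNA probes labelled with fluorescein and Texas red; potency is the fitted concentration of half-maximal effect; % of control where 0% means no effect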
#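 His-tagged ERG Ets domain (1 uM in the protein solution; 300mM KCl, 50mM Tris-HCl, 1mM EDTA, 1mM DTT, pH 7.5) received compound, then a probe mix of 5 nM fluorescein-DNA and 100nM Texas-615-DNA. Fluorescence polarization was read for both dyes.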
# POLB inh: blocks human DNA polymerase beta activity. AID 485314. Potency, µM (titrated, usually from 114 µM), for inactives: top-dose activity change, negative = inhibition, most hits filed as inhibitors. Pol beta primer extension/strand displacement, fluorescence kinetic. actives 1.3% (n = 340,000); note: potency is the fitted concentration of half-maximal effect; % is set by controls: 0 for no effect and ±100 for the full control effect
#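 Preincubation: enzyme (10 nM) with compound, 15 min, RT. Reaction: substrate added to 50 nM final. Reads: 0 and 10 min. Analysis: normalized, Hill fit.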
# BLM inh: blocks DNA unwinding by human BLM helicase | P54132 | recombinant BLM DNA unwinding, fluorescence dequenching | Potency, µM (series often up to 56.1 µM), for inactives: top-dose activity change, negative = inhibition, usual class: inhibitors | actives 0.2% (n = 350,000) | AID 2528;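 note: potency is the fitted concentration of half-maximal effect; plate controls were vehicle for no effect and no enzyme for full effect; nearly all actives have a fitted effect of over 35% in size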
# POLK inh: blocks human DNA polymerase kappa activity; Q9UBT6; purified Pol kappa, fluorescent DNA synthesis assay, 10 min; Potency, µM (titrated, usually from 107 µM), for the others: at the top dose activity, negative = inhibition, most hits filed as inhibitors; actives 0.53% (n = 400,000); note: potency is the fitted concentration of half-maximal effect; % is set by controls: 0 for no effect and ±100 for the full control effect
#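 10 nM Pol kappa preincubated 15 min at room temperature with compounds, then reaction started with substrate at 50 nM final. Fluorescence read kinetically at 0 and 10 min; buffer-only wells served as negative control.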
# TRHR ag: activates the human TRH receptor | TRHR cells, calcium flux fluo-8, FDSS agonist mode | actives 0.18% (n = 360,000) | P34981 | activation, % at 2 µM; in the data active = activation above about 30%; note: 0% is about no effect
#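 Read-out: compound-evoked intracellular calcium rise in TRHR cells, fluo-8 dye, kinetic FDSS fluorescence at 1 s/cycle following a 10-cycle baseline. Cells cultured overnight before dye loading (30 min–1.5 h, RT).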
# ALOX12 inh: inhibitors of human 12S-lipoxygenase ALOX12; purified 12hLO, xylenol orange hydroperoxide absorbance; Potency, µM (titrated, usually from 108 µM), without a hit: at the top dose activity change, negative = inhibition, usual class: inhibitors; actives 1.1% (n = 580,000); note: potency is the fitted concentration of half-maximal effect; % is set by controls: 0 for no effect and ±100 for the full control effect
#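 Purified human 12hLO at 150 nM in 25 mM Hepes, 0.01% Triton X-100, pH 7.0, preincubated 15 min at room temperature with compound. Reaction started with 40 uM arachidonic acid, 30 min at room temperature. Hydroperoxide measured by Fe-xylenol orange, 573/405 nm absorbance ratio.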
# * marks the source's active call; other numbers are inactive results; ? = inconclusive; · = no result given; & = joins results of further samples; [ ] = another dose, or the depositor's remark. Unless noted, calls come from the whole dose curve; as a rule, active = well fitted curve in the direction sought with a large enough effect; inconclusive = small, poorly fitted or top-dose-only effect, or another doubt; inactive = no such curve, though single readings can be large; an effect the other way counts as inactive or inconclusive. A portion of the library; count on the stated rates, not on these rows.
Compound	POLI inh	APE1 inh	Anesthetic bind	ERG-DNA inh	POLB inh	BLM inh	POLK inh	TRHR ag	ALOX12 inh
O=C(Nc1ccnn1C1CCNCC1)c1ccc2c(c1)OCO2	?	·	·	7.6%	·	·	-28.0%	·	2.7%
Cn1c(=O)oc2cc(S(=O)(=O)N3CCC(C(=O)NCC4COc5ccccc5O4)CC3)ccc21 (stereo not given)	4.0%	16.4%	-3.6%	-9.2%	-9.7%	-1.2%	-10.1%	0.1	-7.4%
Cc1ccccc1-c1nnc(CN2CCN(c3cc(Cl)ccc3C)CC2)o1	-15.8%	·	-15.4%	-1.3%	-5.3%	-6.8%	-10.7%	0.8	-7.8%
O=C(Nc1ccnc(-c2cccnc2)n1)c1cccs1	10.4%	0.1%	-5.0%	-0.1%	-2.2%	0.8%	4.0%	0.2	-6.1%
O=C(Nc1nc(-c2ccc(F)cc2)cs1)C1CCN(C(=O)c2ccc(F)cc2)CC1	12.5%	-12.6%	·	-0.1%	·	·	-12.3%	-0.4	?
CC(=O)c1ccc(NC(=O)c2cc(C)no2)cc1	7.7%	12.3%	-7.9%	3.3%	7.5%	-1.9%	8.2%	0.6	0.0%
Cc1ccc(S(=O)(=O)N2CCC(C(=O)Nc3nnc(C4CCCC4)s3)CC2)cc1	0.8%	10.5%	-10.8%	-0.3%	11.7%	-0.5%	-16.6%	-0.2	25.6%
CCOC(=O)N1CCN(C(=O)c2ccc(C)c(S(=O)(=O)N3CCCCC3)c2)CC1	45.5%[activator]	2.4%	-9.6%	4.6%	27.7%	-2.0%	-1.9%	-0.1	-6.2%
CCn1nc(-c2ccccc2)c(-c2ccccc2)c(C(=O)OCCOC)c1=O	1.9%	·	-11.8%	6.7%	5.1%	0.4%	-3.9%	-1.1	-11.9%
CC(=O)Nc1ccc(OCC(O)Cn2nc(C)c(Br)c2C)cc1 (stereo not given)	3.3%	9.5%	-5.8%	-19.5%	?	-0.3%	3.4%	0.0	28.0%
CCc1ccc(NC(=O)CN2C(=O)CCSc3ccc(S(=O)(=O)N4CCCC4)cc32)cc1	8.4%	·	-2.2%	-1.7%	0.0%	-1.5%	-17.6%[60.1 µM]	-0.7	?
CC(=O)Nc1ccc(NC(=O)c2nc(S(=O)(=O)Cc3ccccc3)ncc2Cl)cc1	17.0%	-10.2%	-9.2%	5.8%	3.0%	-5.2%	-0.5%	0.6	-0.1%
O=C(Nc1cc([N+](=O)[O-])ccc1Cl)c1ccc2c(c1)OCO2	119.6%[activator]	15.8%	-6.0%	-4.9%	29.4%	1.9%	-5.0%	-1.3	-21.3%
COC(=O)c1ccccc1NC(=O)CN1CCN(c2ccccn2)CC1	?	6.8%	-18.4%	9.5%	-0.4%	-6.4%	-11.9%	0.2	0.0%
N#CCCn1c(=O)c(-c2ccc(Cl)cc2)nc2cnc(Oc3ccccc3)nc21	·	-4.4%	·	·	·	-3.3%	4.7%[60.1 µM]	·	78.6%[activator]
Cc1ccc2nc(NCCCNC(=O)c3cnccn3)c(C#N)cc2c1	18.6%	-1.4%	-5.4%	7.3%	2.3%	-1.5%	1.0%	-1.3	0.0%
CCOC(=O)c1c(S(=O)(=O)NCC(=O)Nc2cccc(CC)c2)c(C)n(C)c1C	14.0%	·	-10.4%	-5.8%	23.1%	2.1%	-4.5%[60.1 µM]	-1.0	-3.9%
O=C(CSc1nc2[nH]ncc2c(=O)n1-c1ccccc1)N1CCCCCC1	·	0.9%	-3.8%	·	11.0%	-2.0%	·	0.7	·
CC(C)C[C@@H]1CN=C(N)N1C[C@@H]1CCCN1C[C@H](C)N1C[C@@H](Cc2ccccc2)N(CCCC2CCCC2)C1=N	?	-25.6%	·	5.6%	·	·	0.1%	·	?
COc1cc(/C=N\NC(=O)CNC(=O)C(c2ccccc2)c2ccccc2)ccc1O	45.1%[activator]	?	0.4%	-9.6%	-19.8%	-3.9%	-21.9%	-0.1	0.0%
O=c1[nH]c(C2CCCN(S(=O)(=O)c3ccccc3Cl)C2)nc2c1nnn2Cc1ccc(OC(F)(F)F)cc1 (stereo not given)	?	·	-8.6%	8.6%	-0.2%	-5.6%	11.9%	1.1	-28.2%
CCCCOCCOCCOCCCC	22.0%	8.3%&4.7%	·	-1.1%	·	·	13.0%	0.1	6.8%
COc1cc(OC)nc(NC(=O)NS(=O)(=O)c2ccc(F)cc2)n1	9.8%	-0.8%	-9.9%	-3.0%	2.2%	-3.8%	-0.4%	0.3	1.6%
COc1ccc(OCc2cccc(C(=O)NN)c2)cc1	-0.2%	21.3%	-13.3%	-3.5%	18.0%	-5.5%	-9.7%	-0.2	-18.4%
CCOc1ccccc1C(=O)N(Cc1ccc(C)o1)C1CCS(=O)(=O)C1 (stereo not given)	10.4%	46.4%[activator]	-2.9%	6.1%	1.1%	1.3%	7.2%	0.1	62.8%[activator]
COc1ccc(NC(=O)CN2C(=O)C(c3ccc(C)cc3)=NC23CCCCCC3)cc1Cl	-5.7%	·	-10.1%	-5.6%	9.6%	-12.6%	-7.2%	0.4	-14.2%
COC/C=C/C1=CC2=CC(=O)C(C)(OC(=O)c3cnc4ccccc4n3)C(=O)C2=CN1C1CC1 (stereo not given)	?	0.3%[12.4 µM]	·	-10.5%	·	-10.5%[12.4 µM]	-21.9%	·	-20.3%
O=C(NC1CCCC1)C(c1cccs1)N(Cc1ccco1)C(=O)c1csnn1 (stereo not given)	10.9%	-2.7%	-10.6%	1.1%	14.2%	-2.5%	1.8%	-1.3	0.0%
Cc1ccc(Nc2nc(C)c3c(n2)CC(C)CC3=O)c(C)c1 (stereo not given)	15.0%	-4.0%	-5.0%	6.0%	-2.0%	-13.2%	-5.8%	-2.0	0.0%
CCn1cc(C(=O)OCC(=O)Nc2cccc(C(C)=O)c2)c(=O)c2ccc(C)nc21	-0.4%	·	-6.7%	-3.8%	14.2%	-10.4%	-4.6%	-1.4	?
C=CCNc1sc(C(=O)c2ccccc2)c(N)c1C#N	6.8%	16.0%	194.2%[activator]	-5.0%	13.8%	-2.2%	-0.5%	0.0	0.0%
Cc1cc(C)c(NC(=O)CSc2ccc(-c3sc(-c4ccccc4)nc3C)nn2)c(C)c1	11.7%	·	0.9%	-2.8%	10.4%	-10.0%	-4.2%	0.2	-12.5%
N=C1/C(=C\c2ccc(OC(=O)c3ccc(F)cc3)cc2)C(=O)N=C2SC(N3CCCC3)=NN12	-11.8%	19.2%	-20.6%	2.3%	-0.6%	-5.8%	-26.5%	-0.2	20.5%
O=C1CCCC2=C1C(c1c(Cl)nc3sccn13)C1=C(CCCC1=O)N2	·	-0.5%	4.9%	·	-23.7%	0.3%	·	-0.2	·
CN(C)/C=N/c1[nH]ncc1C#N	88.4%[activator]	5.1%	2.0%	2.6%	23.5%	-2.2%	-4.7%	0.2	0.3%
CCN(CC)C(=O)C1CC(=O)OC1(C)C (stereo not given)	103.6%[activator]	-4.8%	7.7%	2.9%	23.3%	0.4%	10.5%	0.4	5.7%[57.4 µM]
Cc1c(NC(=O)C2CC(c3cccc(Br)c3)=NO2)c(=O)n(-c2ccccc2)n1C (stereo not given)	-11.0%	3.2%	-6.4%	-1.2%	30.4%	-4.4%	2.6%	-0.1	-4.2%
CCOc1cc2c(cc1OCC)C(CC(=O)O)N(C(=O)Nc1ccc(Br)c(C)c1)CC2 (stereo not given)	-2.9%	·	-6.4%	-1.5%	?	1.3%	-7.6%[60.1 µM]	0.1	-19.7%
CCCCSCCCNC(=O)C1CCN(Cc2nc(-c3cccc(Br)c3)oc2C)CC1	46.7%[activator]	·	-4.4%	0.8%	30.2%	-2.3%	0.9%	-0.2	?
Cc1ccc2sc(N(CCCN(C)C)C(=O)c3ccc(S(=O)(=O)N(C)Cc4ccccc4)cc3)nc2c1C	3.9%	-20.5%	·	-11.1%	·	·	-4.1%	-1.3	28.2µM*
Cc1ccc(NC(=O)CS(=O)(=O)c2nc(-c3ccc(C)cc3)cn2-c2ccc(C)cc2)cc1	?	·	-23.6%	13.3%	-3.2%	-9.0%	-3.7%	1.8	-24.1%
CCCOc1ccc(C2NC(=O)CCC2[N+](=O)[O-])cc1 (stereo not given)	25.5%	1.7%	-10.4%	3.8%	2.4%	-8.4%	-5.0%	0.2	7.0%
COc1ccc(N2CCN(CC(=O)Nc3ccccc3SC)CC2)cc1	25.2%	2.0%	-5.8%	1.8%	0.7%	-12.0%	-5.3%	-1.5	-9.9%
COc1cc(N2CCCC2)c(OC)cc1/C=c1/sc2nc3ccccc3n2c1=O	·	-5.0%	-11.1%	·	19.4%	-1.5%	·	18.3	·
CC(=O)c1cc(-c2ccccc2)n(CCC(=O)Nc2nc3c(C)cccc3s2)c1C	7.9%	·	-12.4%	-4.2%	22.4%	3.5%	-14.0%[60.1 µM]	0.4	-29.4%
O=C(O)CCc1ccc(-c2ccc(Cl)cc2)n1NC(=O)c1ccc(O)cc1	-12.0%	2.5%	-0.9%	-4.0%	-25.8%	-8.7%	-16.6%	0.2	-2.0%
COc1cc2ncc(-c3ccccc3)nc2cc1OC	·	-6.1%&-0.7%	-7.0%&37.0%	·	·	·	5.1%&1.3%[19.4 µM]	·	-6.1%
CC1CC(C)CN(c2cc(=O)n(Cc3ccc(F)cc3)c(=O)[nH]2)C1 (stereo not given)	6.5%	12.0%	-2.4%	9.4%	-0.6%	-0.2%	-7.2%	-0.5	27.9%
